NPYLR7 agonist: mosquito NPYLR7 agonism. HEK293T NPYLR7/Galpha15, GCaMP6s calcium fluorescence. activation, % at 10 µM. hit rate 0.15% among 270,000. AID 1259423; in the data active means activation above about 40%;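 further: 0% = vehicle and 100% = reference agonist at the receptor; some compounds past the cut are filed as inactive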
mcGAS lum: blocks mouse cGAS activity; AID 1259399; Q8C6L5; inhibition, % at 12.5 µM; hit rate 0.15% among 160,000; recombinant cGAS, Kinase-Glo ATP depletion luminescence;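 further: 0% = negative control wells and 100% = reference inhibitor with no enzyme activity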
hcGAS inh: inhibitors of human cGAS. Q8N884. recombinant h-cGAS, ATP depletion, Kinase-Glo luminescence. inhibition, % at 12.5 µM. hit rate 0.081% among 290,000;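 further: 0% = vehicle reaction and 100% = reaction without DNA for no activity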
Target sequence (Q8N884 whole entry, looked up): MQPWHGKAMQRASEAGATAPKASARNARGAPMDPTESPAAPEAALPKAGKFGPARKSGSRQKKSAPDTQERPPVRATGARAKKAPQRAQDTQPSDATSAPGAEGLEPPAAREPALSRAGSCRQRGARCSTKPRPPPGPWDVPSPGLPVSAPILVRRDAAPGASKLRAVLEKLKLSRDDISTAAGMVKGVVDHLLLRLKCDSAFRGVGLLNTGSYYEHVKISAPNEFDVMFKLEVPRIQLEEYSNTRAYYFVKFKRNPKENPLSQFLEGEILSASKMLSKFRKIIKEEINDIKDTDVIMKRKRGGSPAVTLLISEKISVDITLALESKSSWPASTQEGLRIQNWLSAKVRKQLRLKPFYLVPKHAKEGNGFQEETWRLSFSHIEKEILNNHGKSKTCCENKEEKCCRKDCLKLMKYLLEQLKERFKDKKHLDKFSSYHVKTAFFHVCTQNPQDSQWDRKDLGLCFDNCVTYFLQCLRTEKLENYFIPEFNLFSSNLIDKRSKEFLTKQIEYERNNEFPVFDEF
An asterisk follows results filed as active; . = no result given; & = joins results of further samples. Unless noted, no stated cut-off is given here; in the data, active means inhibition above about 40%; inactive means the rest. A portion of the library, so the mix of outcomes need not match the whole.

SMILES | NPYLR7 agonist | mcGAS lum | hcGAS inh
c1cc2c(cc1[C@H]1OC[C@H]3[C@@H]1CO[C@H]3c1ccc3c(c1)OCO3)OCO2 | -11.3 | -2.2 | -1.7
N#Cc1c(Cl)nc(N2CCOCC2)c(Cl)c1Cl | -4.6 | . | -3.3
C=CCC1(CC=C)C(=O)N(C)C(=O)N(C)C1=O | 4.6 | -3.4 | -1.5
CCOC(=O)C12C(=O)Oc3ccccc3C1C(C)(C)C2(C)C (stereo not drawn) | 7.2 | . | -5.5
COc1ccccc1CN(C(=O)C(C)N1CCCC1=O)C1CC1 (stereo not drawn) | 1.5 | -12.1 | -4.2
Cc1nc2ccc(I)cc2c(=O)n1-c1ccc(C(=O)O)cc1 | -1.9 | . | -3.8
COc1cccc(-c2nc(CCNC(C)Cc3ccc(Br)cc3)n3ccc(Cl)cc23)c1 (stereo not drawn) | 14.5 | -3.9 | -3.7
O=[N+]([O-])c1cc(Cl)ccc1Cl | 8.7 | -2.1 | -0.4
C#CCN(C)S(=O)(=O)c1ccc(Cn2nc(C(=O)NCC3CCCO3)c3ccccc32)cc1 (stereo not drawn) | 2.9 | -4.5 | -3.8
CC(C)[C@]12O[C@H]1[C@@H]1O[C@]13[C@]1(O[C@H]1C[C@H]1C4=C(CC[C@@]13C)C(=O)OC4)[C@@H]2O | -6.8 | . | -5.4
CCOc1nc(NC(C)C)nc(N2CC3CC(C2)c2cccc(=O)n2C3)n1 (stereo not drawn) | 0.2 | . | -1.7
COc1ccc(C=C2C(=O)NC(=O)NC2=O)cc1OC | 11.5 | -3.5 | -1.0
O=C(c1ccc(Cl)cc1)C1CCCN(CCS(=O)(=O)c2ccccc2)C1 (stereo not drawn) | -4.9 | -15.6 | -2.3
Cc1ccsc1CN(Cc1ccc2c(c1)OCO2)C(=O)CN(CCN1CCCC1)C(=O)Cc1ccccc1 | -3.2 | -5.1 | -9.0
C[N+](C)(C)CCOC(=O)CBr | 8.1 | -3.5 | -2.5
COc1ccc(OC)c(CC(=O)N2CCN(Cc3cc(=O)c(OCc4cc(C)cc(C)c4)co3)CC2)c1 | 3.2 | -5.9 | -2.9
COc1cc(OC)c(OC)cc1C=O | -8.2 | . | -2.7
CCOC(=O)CNC(=O)N1C[C@H](C(=O)OCC)[C@H]2c3ccccc3N(CC3CC3)C(=O)[C@]21C | -13.4 | -1.1 | 8.2
C=CCNC(=O)c1cn(C(C)(C)C)c2ncccc12 | 2.3 | 2.2 | 1.0
C[C@H]1CC[C@]2(NC1)O[C@H]1C[C@H]3[C@@H]4CC[C@H]5C[C@@H](O)CC[C@]5(C)[C@H]4CC[C@]3(C)[C@H]1[C@@H]2C | -5.1 | . | -4.8
Cc1cc(C(=O)OCC(=O)N2CC3(C)CC2CC(C)(C)C3)c(C)n1C1CC1 (stereo not drawn) | 2.6 | . | -4.2
CCCCC(=O)N1CCN(CCOC(c2ccccc2)c2ccccc2)CC1 | -4.9 | -6.1 | -2.5
CN1CCCN(C(=O)Cc2ccsc2)CC1 | 17.4 | . | -9.7
O=c1c2ccccc2nc(Cc2ccccc2)n1-c1cccc(O)c1 | 8.4 | . | -7.0
O=C(c1cn(Cc2ccccc2C(F)(F)F)nn1)N(Cc1ccccc1)CC1CCC1 | 2.3 | -11.2 | -10.6
NC1CCc2cc(O)c(O)cc2C1 (stereo not drawn) | -5.5 | -4.6 | -7.0
Cc1ccc(NP(C)(=O)c2nc3c(s2)CCCC3)cc1 (stereo not drawn) | 0.6 | . | -0.5
COc1ccccc1[C@@H]1CN(C(=O)c2cc(=O)[nH]c(=O)[nH]2)[C@@H]2C3CCN(CC3)[C@@H]21 | -0.6 | . | -8.5
CCN1C[C@@]2(COC)C3[C@@H](OC)[C@H]4[C@@H]1[C@]3(C(OC)C[C@H]2O)C1C[C@@]2(O)[C@H](OC(=O)c3ccccc3)C1[C@]4(OC(C)=O)[C@@H](O)[C@@H]2OC (stereo partly drawn) | -9.3 | . | 0.6
CN(CCc1ccc2c(c1)CCO2)Cc1cnccn1 | 0.9 | . | -4.2
NC(=O)c1ccccc1NC(=O)c1cccn(Cc2ccc(Br)cc2)c1=O | 1.5 | . | -2.1
c1ccc(Oc2ccccc2C[N+]23CCN(CC2)CC3)cc1 | 1.3 | . | -3.9
CN1C(=O)C(=Cc2ccc(OCc3c(F)cccc3Cl)cc2)C(=O)N(C)C1=O | -18.3 | -7.1 | -8.0
Cc1nccnc1N1C[C@H](c2cccc(F)c2F)[C@@H]2[C@H]1C1CCN2CC1 | 6.4 | . | -7.9
Cc1[nH]c2ccccc2c1CN(C)C | . | -3.9 | -6.8
O=[N+]([O-])c1ccc(NS(=O)(=O)c2ccc(F)cc2F)cc1C(F)(F)F | 5.4 | 0.6 | 2.9
CC1(C)OC1COc1c2occc2cc2ccc(=O)oc12 (stereo not drawn) | 0.7 | -3.4 | 1.6
CCC(CC)NCCc1nncn1C(C)C | 4.6 | . | -7.0
O=C(c1nn(Cc2ccc(OCc3ccccc3)cc2)c2ccccc12)N1CCN(CCO)CC1 | 19.4 | -4.7 | -6.6
CC12CN3CCN(CC(C3)C1=NNC(=O)c1ccncc1)C2 | 10.9 | . | -4.9
O=[N+]([O-])c1c(Cl)ccc2c1no[n+]2[O-] | 1.7 | 92.7* | 60.9*
CC12CN3CC(C)(CN(C1)C3c1ccccn1)C2O (stereo not drawn) | 4.3 | . | -6.4
Cc1ccnc(CC(C)N(C)Cc2c(C)nn(C(C)(C)C)c2C)c1 (stereo not drawn) | 2.4 | . | -6.5
CC(=O)Nc1cc([As](=O)(O)O)ccc1O | -5.0 | . | -1.4
COc1cccc([C@@H]2CCN(Cc3cc4ccccc4n(C)c3=O)C[C@H]2O)c1 | -5.5 | 9.5 | -2.4
O=C(O)c1cc2ccccc2oc1=O | 3.4 | -3.7 | -3.2
COCCNC(=O)c1nn(Cc2ccc(OC(F)F)cc2)c2ccccc12 | 18.7 | -5.2 | -6.1
COc1ccc(C)cc1NC(=O)c1cccn(Cc2ccc(C)cc2)c1=O | 16.4 | . | 11.6
O=C(O)c1cccc(S(=O)(=O)N(CCS(=O)(=O)F)CCS(=O)(=O)F)c1 | -4.5 | -8.1 | -5.7
C=CCNC(=O)c1cn(Cc2ccccc2)cc(C(=O)N2CCCC(C)C2)c1=O (stereo not drawn) | 4.8 | -13.5 | -7.1
CCC(C)(C)O | -10.8 | . | -2.8
CNCC(=O)c1ccc(O)c(O)c1 | 33.9 | . | -2.8
C=CCn1c(O)c(C(C)=O)c(=O)[nH]c1=S | 0.4 | . | 6.3
CCc1ccccc1NC(=O)c1cccn(Cc2ccc(Cl)cc2)c1=O | 14.7 | . | -12.1
COC(=O)c1ccc(C(=O)OC)c(NC(=O)c2cccn(Cc3cc(C)ccc3C)c2=O)c1 | 15.1 | . | -6.4
CCOC(=O)C1CCN(/C=C2/C(=O)NC(=O)N(c3cccc(C)c3C)C2=O)CC1 | -8.9 | . | 0.5
C#CC1(OCC(O)CNC2CCCCC2)CCCCC1 (stereo not drawn) | 1.1 | -8.5 | -4.8
CCNc1ncc(C(=O)N2CCCC3(CCN(C)C3)C2)cn1 (stereo not drawn) | 4.9 | . | -4.0
CCOC(=O)c1c(C)n(CC(C)C)c2ccc(O)cc12 | -8.0 | -2.2 | -4.0
O=P(C=C(Cl)c1ccccc1)(C=C(Cl)c1ccccc1)N1CCCC1 | -4.8 | . | -4.4

4 structures already listed, arranged by formula weight, descending.
SMILES | NPYLR7 agonist | mcGAS lum | hcGAS inh
Cc1nc2ccc(I)cc2c(=O)n1-c1ccc(C(=O)O)cc1 | -1.9 | . | -3.8
O=[N+]([O-])c1ccc(NS(=O)(=O)c2ccc(F)cc2F)cc1C(F)(F)F | 5.4 | 0.6 | 2.9
O=c1c2ccccc2nc(Cc2ccccc2)n1-c1cccc(O)c1 | 8.4 | . | -7.0
COc1ccc(C=C2C(=O)NC(=O)NC2=O)cc1OC | 11.5 | -3.5 | -1.0

New compounds follow:
SMILES | NPYLR7 agonist | mcGAS lum | hcGAS inh
CNC(=O)c1nn(Cc2ccc(S(=O)(=O)N(C)OC)cc2)c2ccccc12 | 4.7 | -3.3 | -4.5
CC(C)CC(N)C1(c2ccc(Cl)cc2)CCC1 (stereo not drawn) | -12.3 | . | -3.6
O=Cc1cn(Cc2ccc(C(=O)O)o2)c2ccccc12 | 6.2 | . | -5.9
N#Cc1ccc(NC(=O)CNc2ccccc2F)cc1Cl | -8.3 | . | -7.3
COc1ccc2cc(C(=O)C3CCCN(C4CCOCC4)C3)ccc2c1 (stereo not drawn) | 0.9&1.9 | -3.6 | 5.0&-3.8
O=C(CN1CC=C(c2ccccc2)CC1)NCc1cccs1 | 1.1 | -6.0 | -6.0
CCN1CCC(n2nccc2N)CC1 | 4.0&5.4 | . | 4.0&7.5
C[C@@H]1CC[C@@]2(NC1)O[C@H]1C[C@H]3[C@@H]4CC=C5C[C@@H](O)CC[C@]5(C)[C@H]4CC[C@]3(C)[C@H]1[C@@H]2C | -3.3 | -4.2 | -6.5
Oc1ccc(CN2CCN(Cc3cccc(F)c3)CC2)c(Cl)c1 | 5.0 | . | -3.0
Cc1sc2c(c1C)C(c1ccc(Cl)cc1)=N[C@@H](CC(=O)OC(C)(C)C)c1nnc(C)n1-2 | 5.6 | -11.4 | -10.7
COc1ccc(C(N)Cc2ccc(F)cc2)cc1 (stereo not drawn) | 9.3 | -5.3 | -2.6
O=C(NCCCN1CCCC1=O)c1nn(Cc2ccc(S(=O)(=O)N3CCOCC3)cc2)c2ccccc12 | 10.6 | -4.5 | -5.1
Cc1ccccc1CC(=O)N1CCN(Cc2ccc(-c3noc(CC(C)C)n3)cc2)CC1 | -8.8 | -6.9 | -6.0
CCOCC(=O)NC1CCSC1=O (stereo not drawn) | 2.5 | . | -10.4
c1ccc([C@@H]2CN(c3cnc4ccccc4n3)[C@@H]3C4CCN(CC4)[C@@H]32)cc1 | 8.7 | . | -1.4
COC(=O)C1=C(C)OC(=N)C(C#N)C12C(=O)Nc1ccc([N+](=O)[O-])cc12 (stereo not drawn) | 25.2 | 1.0 | -6.8
CC(C)Oc1ccc(NP(=O)(Oc2ccccc2)Oc2ccccc2)cc1 | 10.6 | . | -9.3
O=C(Nc1ccc(F)c(F)c1F)N1CCN(CCOC(c2ccc(F)cc2)c2ccc(F)cc2)CC1 | 15.3 | -4.5 | -4.1
O=C(NCc1ccccn1)C(C1CCCC1)N1CCN(C(=O)COc2ccc(Cl)cc2)CC1 (stereo not drawn) | -6.6 | -2.4 | 0.2
CCOP(=S)(OCC)c1ccc(N(C)C)cc1 | -10.4 | . | -5.7
O=C(O)CCCc1ccc(N(CCCl)CCCl)cc1 | -2.8&29.8&-5.0&6.4 | -3.5 | -7.3&-7.9&2.6&-0.6
CN(C)C(=O)[C@H]1CN2CCC1C[C@@H]2Cn1cc(CC2CCCCC2)nn1 (stereo partly drawn) | 1.0 | -3.0 | -0.7
CC(Cc1cccc(C(F)(F)F)c1)NC1CCC(n2cc(C(=O)NCCO)nn2)CC1 (stereo not drawn) | 21.3 | . | -13.1
COc1ccc(NP(=O)(Oc2ccccc2)Oc2ccccc2)cc1OC | 2.9 | -6.4 | -10.2
COc1ccc(CC(=O)N2CCN(Cc3cccnc3)CC2)c(OC)c1 | -4.9 | . | -1.0
CN(C)P(=O)(Oc1ccccc1C(O)(c1ccccc1)c1ccccc1)N(C)C | -1.9 | . | -2.6
N#Cc1cccc(C(=O)N2CCN(CCOC(c3ccccc3)c3cccc(C(F)(F)F)c3)CC2)c1 (stereo not drawn) | 20.6 | -6.0 | -2.1
C=CCO/N=C(/CCC)C1C(=O)CC(C)(C)C(C(=O)OC)C1=O (stereo not drawn) | -8.9 | . | -3.6
CN1C2CCC1CC(OC(=O)c1cc(Cl)cc(Cl)c1)C2 (stereo not drawn) | 2.9 | -3.9 | 10.4
COc1ccc(/C=C2\Oc3c(ccc(OC(=O)N(C)C)c3C)C2=O)cc1 | -3.2 | -2.6 | -3.9
COc1cccc(N2C(=O)NC(=O)/C(=C/c3cn(C)c4ccccc34)C2=O)c1 | -2.3 | 0.4 | 3.2
c1ccc(CCCN2CCC3(CCNCC3)C2)cc1 | 21.1 | -17.9 | -4.4
Nc1ccc(Cl)cc1C(=O)c1ccc(F)cc1 | -3.6 | . | 0.3
O=c1c2cc(Br)ccc2nc(SCCN2CCOCC2)n1-c1ccccc1 | 3.0 | -6.6 | -3.9
CC(=O)Nc1ccc2c(c1)CC1(C(=O)NC(=O)NC1=O)C1CN(c3ccccc3F)CCN21 (stereo not drawn) | 0.8 | . | -5.9
OCC12COCN1C1(CCCCC1)OC2 (stereo not drawn) | -17.4 | . | -4.0
O=[N+]([O-])c1ccc(N2CCNCC2)cc1NN=C1CN2CCC1CC2 | 21.5 | -6.7 | -10.6
Nc1nnc(P(c2ccccc2)c2ccccc2)s1 | 7.0 | . | -1.2
COCCNC(C)c1nc2cc(Cl)ccc2c(=O)n1-c1ccc(OC)cc1 (stereo not drawn) | 8.5 | . | -4.3
CCOCCCNC1CC(C)CC(C)(C)C1 (stereo not drawn) | 2.6 | . | -4.0
Cn1cc(C(=O)Nc2ccc3c(c2)OC(F)(F)O3)c2ccccc21 | 1.3 | . | -0.4
COC[C@H]1CCCN1CCC(=O)Nc1cccnc1 | 14.0 | . | -0.6
COc1cccc2sc(N3CCNCC3)nc12 | -0.4 | . | -8.3
COP(=O)(OC)C(O)C(Cl)(Cl)Cl (stereo not drawn) | -3.5 | -4.7 | 0.4
C/C=C/c1ccc(=O)n2c1[C@@H]1C[C@@H](CN(C(=O)NC(C)C)C1)C2 | -8.1 | -3.4 | 2.2
Cc1ccc2cc(CN3CCN4CCC3CC4)c(=O)[nH]c2c1 | 2.2 | -15.5 | -2.3

Screens as filed in PubChem.
